CHT allo act – allosteric activators of human choline transporter CHT. Q9GZV3. CHT-expressing cells, membrane potential dye, choline EC20; active compounds read high; LV-AA mutant CHT in HEK293 cells. B-score at 10 µM. 0.49% of 310,000 active. AID 488977;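 active = initial fluorescence not abnormally high and integrated response B-score, plate-corrected, over 3 SD above library mean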
Target sequence (Q9GZV3 whole entry, looked up): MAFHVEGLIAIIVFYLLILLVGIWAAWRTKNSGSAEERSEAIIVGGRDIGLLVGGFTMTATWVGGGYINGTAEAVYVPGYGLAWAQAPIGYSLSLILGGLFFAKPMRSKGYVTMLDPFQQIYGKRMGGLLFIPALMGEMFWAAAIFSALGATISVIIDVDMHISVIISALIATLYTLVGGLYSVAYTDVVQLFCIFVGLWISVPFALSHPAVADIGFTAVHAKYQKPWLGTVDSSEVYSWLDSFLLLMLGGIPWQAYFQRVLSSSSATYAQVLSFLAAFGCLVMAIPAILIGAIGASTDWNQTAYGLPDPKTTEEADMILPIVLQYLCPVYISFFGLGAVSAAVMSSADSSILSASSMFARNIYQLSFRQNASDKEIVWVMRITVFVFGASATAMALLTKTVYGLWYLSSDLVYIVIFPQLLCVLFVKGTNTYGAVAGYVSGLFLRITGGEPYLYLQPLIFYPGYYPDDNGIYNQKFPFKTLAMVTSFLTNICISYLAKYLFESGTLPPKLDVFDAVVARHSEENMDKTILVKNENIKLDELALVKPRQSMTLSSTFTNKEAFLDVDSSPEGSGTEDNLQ
OX1R antag – antagonists of human orexin 1 receptor; CHO/OX1R cells, Fluo-8 calcium fluorescence, orexin A; inhibition, % at 5 µM; 0.43% of 330,000 active; AID 434989;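 active = inhibition above its plate's threshold, mean inhibition of all tested compounds on the plate plus 3 SD, cut at about 37% in these data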;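 note: 0% = orexin A challenge wells and 100% = SB-334867-A antagonist wells; not every result past the cut was called active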
Target sequence (O43613 whole entry, looked up): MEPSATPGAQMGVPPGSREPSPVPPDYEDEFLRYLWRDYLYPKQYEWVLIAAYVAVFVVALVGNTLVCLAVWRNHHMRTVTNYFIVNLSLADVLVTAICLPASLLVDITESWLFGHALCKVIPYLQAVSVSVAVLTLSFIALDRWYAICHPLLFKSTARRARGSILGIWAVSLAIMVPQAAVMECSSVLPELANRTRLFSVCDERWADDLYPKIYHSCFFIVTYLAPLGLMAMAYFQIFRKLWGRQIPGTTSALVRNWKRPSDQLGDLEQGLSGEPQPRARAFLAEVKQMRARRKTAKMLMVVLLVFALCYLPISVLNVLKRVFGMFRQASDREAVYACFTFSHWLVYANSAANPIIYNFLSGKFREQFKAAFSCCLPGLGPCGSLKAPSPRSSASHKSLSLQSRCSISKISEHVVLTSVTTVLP
Starred values were filed as active, the others as inactive; i = inactive; · = no result given.

Preview (5 entries):
SMILES | CHT allo act | OX1R antag
O=C(NNC(=O)c1ccc(Br)s1)c1cccc(S(=O)(=O)N2CCCC2)c1 | · | -28.3
COc1ccc(NC(=O)Nc2ccc(F)cc2)cn1 | i | -19.1
O=c1cc(O)c2c(=O)[nH]c(=O)n(-c3ccccc3)c2[nH]1 | i | -6.0
Cc1ccc2c(c1)CCCN2C(=O)c1cc(C)on1 | i | -9.8
CCOC(=O)C1CCN(C(=O)C(CC)c2ccccc2)CC1 (configuration not stated) | i | -24.4

Results, from the start:
SMILES | CHT allo act | OX1R antag
O=C(NNC(=O)c1ccc(Br)s1)c1cccc(S(=O)(=O)N2CCCC2)c1 | · | -28.3
COc1ccc(NC(=O)Nc2ccc(F)cc2)cn1 | i | -19.1
O=c1cc(O)c2c(=O)[nH]c(=O)n(-c3ccccc3)c2[nH]1 | i | -6.0
Cc1ccc2c(c1)CCCN2C(=O)c1cc(C)on1 | i | -9.8
CCOC(=O)C1CCN(C(=O)C(CC)c2ccccc2)CC1 (configuration not stated) | i | -24.4
O=C(CSc1nnc2ccccn12)NNC(=O)c1ccc(Cl)cc1 | i | 0.6
CCOc1ccc(C(=S)N2CCOCC2)cc1 | i | -7.0
N#C/C(=C\c1ccccc1[N+](=O)[O-])C(=O)NCc1ccccc1 | i | -14.3
O=C1CS/C(=C/C(=O)c2ccccc2)N1 | i | -8.2
COC(=O)C(CC(C)C)NC(=O)c1ccc([N+](=O)[O-])cc1 (configuration not stated) | i | -9.2
O=C(NCc1cccnc1)c1ccc(NC(=O)c2cccc([N+](=O)[O-])c2)cc1 | i | -6.3
Cc1ccc(NC(=O)c2ccccc2)s1 | i | -23.7
O=C(O)c1c(C(=O)O)c(-c2ccc(F)cc2)n2c1CCC2 | i | 6.4
O=C(COc1ccccc1)N1CCN=C1SCc1ccc(F)cc1 | i | -10.6
O=C(Nc1ccccc1Cl)c1ccc2ccccc2c1 | i | -23.8
CCOC(=O)c1sc2nc(N3CCOCC3)c3c(c2c1N)CC(C(C)C)OC3 (configuration not stated) | i | -8.3
O=C(Cc1cccc([N+](=O)[O-])c1)Nc1cccc(C(=O)N2CCCCC2)c1 | · | -1.2
Cc1occc1C(=O)NNC(=O)C1CC1 | i | -17.9
COc1cccc(S(=O)(=O)Nc2ccc(C(=O)N3CCN(C(=O)c4ccco4)CC3)cc2)c1 | i | -21.3
COc1ccc(CNC(=O)Nc2cccc3ccccc23)cc1 | i | -14.2
O=S(=O)(c1ccc(-n2cnnn2)cc1)N1CCC(N2CCCCC2)CC1 | i | -13.3
CS(=O)(=O)Cc1ccc(C(=O)NNC(=O)c2cc(-c3ccccc3)n[nH]2)cc1 | · | -1.4
CC1(C)CC(=O)C=C(Nc2ccccn2)C1 | i | -23.8
c1ccc(Nc2nc3ccccc3o2)cc1 | i | -16.0
Cc1cccc[n+]1CC(=O)Nc1cccc([N+](=O)[O-])c1 | i | -4.8
Cc1cc(/C=N/NC(=O)Cn2c3ccccc3c(=O)c3ccccc32)c(C)n1-c1ccccc1 | i | -21.1
Cc1csc(=S)n1-c1ccccc1 | i | -3.9
C=CC[C@@H](CC(=O)N[C@@H](CO)Cc1ccccc1)C(=O)N[C@@H](COC(=O)[C@@H](CC=C)Cc1ccc(F)cc1)Cc1c[nH]c2ccccc12 | · | 12.9
Cn1c(N2CCN(C(=O)NC34CC5CC(CC(C5)C3)C4)CC2)nc2ccccc21 | i | -21.8
C/C(=N\NC(=O)CNC(=O)C1COc2ccccc2O1)c1ccco1 (configuration not stated) | i | -18.3
Cc1cccn2cc(-c3ccc(Cl)cc3)nc12 | i | -21.1
O=C1CC(NCc2ccc3c(c2)OCO3)C(=O)N1CCc1ccccc1 (configuration not stated) | i | 0.8
CCCN1CCC(N2CCN(c3ccc([N+](=O)[O-])cc3)CC2)CC1 | i | -16.0
O=C(CSc1nnc(CNC(=O)c2c(F)cccc2Cl)o1)NCc1ccc2c(c1)OCO2 | i | -22.9
O=C(NCc1ccccc1)C(c1ccccc1)N(C(=O)c1csnn1)c1ccc(F)cc1 (configuration not stated) | i | -30.0
CCc1ccc(/C=c2\s/c(=C\C(=O)C(C)(C)C)[nH]c2=O)cc1 | i | -11.9
CN1CCN(NC(=O)CN2C(=O)/C(=C/c3c(Cl)cccc3Cl)SC2=S)CC1 | i | -16.4
O=C1CC(c2ccco2)CC(O)=C1C=NCCN1CCN(C(=S)Nc2ccccc2)CC1 (configuration not stated) | i | -21.7
O=C(O)c1ccc(Sc2nnnn2-c2ccccc2)c([N+](=O)[O-])c1 | i | -8.2
COC(=O)c1cc(C(=O)N2CCN(C(=O)c3ccco3)CC2)cc([N+](=O)[O-])c1 | i | 13.6
Cc1ccc(Nc2nnc(SCC(=O)NC3CCS(=O)(=O)C3)s2)c(C)c1 (configuration not stated) | i | -21.3
CC(C)Cc1nnc(NC(=O)CCC(=O)NC2CCCC2)s1 | i | -12.3
O=c1cc2c(nn1Cc1ccc(Cl)cc1Cl)-c1ccccc1CC2 | i | -28.5
CN(C)C1=NC[C@H](Cc2ccccc2)N1CCC1CCCC1 | i | -20.0
Cn1nnnc1SCC(=O)Nc1ncc(Cl)cc1Cl | i | -6.5
CC(=O)SCC(Cc1ccccc1)C(=O)NCC(=O)OCc1ccccc1 (configuration not stated) | i | -7.2
CC(C)(C)c1nc(CN2CCCCC2)cc(CN2CCCCC2)c1O | i | -10.0
c1ccc(-c2ccnc3ncnn23)nc1 | i | 1.5
O=C1NC2(CCSC2)C(=O)N1CC(=O)N(Cc1ccccc1)C1CCS(=O)(=O)C1 (configuration not stated) | i | -2.8
Nc1nc2c(s1)COc1ccccc1-2 | i | -10.9
Continuation.
SMILES | CHT allo act | OX1R antag
O=C1/C(=C\c2ccc3ccccc3c2)CCCc2ccccc21 | i | -33.6
CC(=O)c1cccc(CN2CCN(CC=C(C)C)C(CCO)C2)c1 (configuration not stated) | i | -15.7
CCOC(=O)c1sc(N)nc1-c1ccccc1 | i | -5.8
O=C(Nc1ccc2c(c1)CCC2)Nc1ccccc1F | i | -17.8
CCOC(=O)c1c(C(C#N)C#N)cc(C)nc1C | i | -18.0
COC(=O)c1sc2nc(CN3CCN(c4cccc(C(F)(F)F)c4)CC3)[nH]c(=O)c2c1C | i | -12.3
CCn1c(SCC(=O)Nc2nccs2)nnc1-c1ccccc1 | i | -4.7
O=S(=O)(c1ccccc1)N1CCNCC1 | i | -14.2
O=C(Nc1ccc2oc(=O)ccc2c1)c1ccc(-c2cccc([N+](=O)[O-])c2)o1 | i | -8.8
Cc1ccc2oc(=O)c3cnn(CC(=O)NC4CCN(Cc5ccccc5)CC4)c3c2c1 | i | -30.0
Cc1cccc(N2C(=O)C3C4C=CC(C5CC45)C3C2=O)n1 (configuration not stated) | i | -7.2
COc1ccc(CCNC(=O)CCNS(=O)(=O)c2cccc3nsnc23)cc1OC | i | -16.2
COc1ccc(N2CCN(S(=O)(=O)c3cccs3)CC2)cc1 | i | -10.0
CN(CC(=O)Nc1cccc(F)c1)C(=O)c1cc(S(=O)(=O)N(C)C)ccc1N1CCCC1 | i | -15.7
Cc1ccc2[nH]c3c(=O)n(CC(=O)NCCc4ccc(Cl)cc4)ncc3c2c1 | i | -5.8
CC(=O)C1=C(C)NC(=O)NC1c1cccc(O)c1 (configuration not stated) | i | 1.0
CCOC(=O)C1CCCN(C(=S)Nc2ccc(S(=O)(=O)N3CCOCC3)cc2)C1 (configuration not stated) | · | -8.8
COC(=O)c1ccc(COC(=O)c2c(C)nn(Cc3ccccc3Cl)c2Cl)o1 | i | -22.9
COc1cc2[nH]c(C(=O)Nc3ccc4c(c3)OCCO4)cc2c(OC)c1OC | i | -27.6
CCCSc1nnc(NC(=O)Nc2ccccc2)s1 | i | -10.2

3 compounds from above, sorted by molar mass, lowest first:
SMILES | CHT allo act | OX1R antag
CC(=O)C1=C(C)NC(=O)NC1c1cccc(O)c1 (configuration not stated) | i | 1.0
Cc1ccc2[nH]c3c(=O)n(CC(=O)NCCc4ccc(Cl)cc4)ncc3c2c1 | i | -5.8
CN(CC(=O)Nc1cccc(F)c1)C(=O)c1cc(S(=O)(=O)N(C)C)ccc1N1CCCC1 | i | -15.7

The results go on:
SMILES | CHT allo act | OX1R antag
COc1ccc(CCNC(=O)CCC(=O)n2ncc3cc(C)ccc32)cc1OC | i | -18.8
O=[N+]([O-])c1cccc(C2Nc3cccc4cccc(c34)N2)c1 | i | -5.3
CC1CCCCC1NC(=O)CCS(=O)(=O)c1ccc2c(c1)NC(=O)CO2 (configuration not stated) | i | 3.1
Nc1ccc2nc(CCCCc3nc4ccccc4[nH]3)[nH]c2c1 | i | ·
CCC1CCC2(CC1)NC(=O)N(CC(=O)NCc1ccc(Cl)cc1)C2=O (configuration not stated) | · | 11.6
O=C(CN1CCSCC1)N/N=C/c1ccc(F)c(F)c1 | i | -9.0
CCOC(=O)CCn1nc(-c2ccccc2)cc1N | i | -29.7
CC(C)C(NC(=O)c1ccccc1)C(=O)N/N=C\c1ccco1 (configuration not stated) | i | -21.5
O=C(NC(=S)NCc1ccccc1)C1CC1 | i | 13.9
Cc1ccc(CSCC(=O)N2CCCC2)cc1 | i | -5.9
COc1ccc(C2CC(=O)Nc3ccccc3S2(=O)=O)cc1OC (configuration not stated) | i | 3.2
Cc1ccc(/C=N/NC(=O)c2cccs2)s1 | i | -24.0
Cc1ccc(S(=O)(=O)N/N=C\c2cn(-c3ccccc3)nc2-c2ccccc2)cc1 | i | -2.8
CCOc1ccc(Br)cc1C(=O)N/N=C/c1ccc([N+](=O)[O-])cc1 | i | -5.5
O=C(NCc1ccon1)C1CCC(=O)N(Cc2cccc(C(F)(F)F)c2)C1 (configuration not stated) | i | -5.0
CCn1nnc2cc(C(=O)N3CCC(C(=O)OC)CC3)ccc21 | · | -10.4
CN(C)CCNC(=O)c1onc(CSc2ccc(F)cc2)c1C(=O)NCCN(C)C | 6.7* | 7.9
COc1ccc(S(=O)(=O)N(CC(=O)N/N=C/c2cccs2)c2ccc(C)cc2)cc1OC | i | -6.2
Cn1ncc(Br)c1C(=O)NC1CCCCCC1 | i | ·
COc1ccc(-c2cn(CCC(=O)NCc3ccc(C)cc3)c(CCN)n2)cc1 | i | -11.4
Cc1ccc(N2CC(C(=O)Nc3nnc(SCc4cccnc4)s3)CC2=O)cc1 (configuration not stated) | i | -29.8
CC(=O)Nc1nc(C)c(Cc2ccccc2)c(=O)[nH]1 | i | -11.4
Cn1ccnc1C1CCCCN1C(=O)c1cc(COc2ccc(F)cc2F)on1 (configuration not stated) | i | -21.3
Cc1ccc(NC(=S)N(CCN2CCOCC2)Cc2ccccc2F)cc1Cl | i | -11.5
Cc1[nH]c(C)c(S(=O)(=O)N(C)Cc2ccccc2)c1C(=O)N1CCCC1 | i | -7.0
CCOc1c(Br)cc(/C=C2\N=C(C)OC2=O)cc1Br | i | ·
Cc1cc(N2CCCCC2)nc(N2CCOCC2)n1 | i | -15.8
COc1ccc(CNC(=O)C2CCCN(c3nc4ccccc4o3)C2)c(OC)c1 (configuration not stated) | i | -42.5
CN(Cc1ccccc1)C(=O)c1ccc(NC(=O)Cc2cccc(NC(=O)C3CCN(C(=O)C4CCCCC4)CC3)c2)cc1 | · | -20.0
C/C(=N\NC(=O)c1ccc(F)cc1)c1cccc(NC(=O)c2cccc(F)c2)c1 | i | -14.1
N#Cc1ccc(-c2ccc(OCC(O)CN3CCOCC3)cc2)cc1 (configuration not stated) | i | -17.9
O=C(Nc1ccc(Cl)cc1)N1CCC(c2nc(-c3ccc(F)cc3)no2)CC1 | i | 33.1
Nc1nc(-c2ccc([N+](=O)[O-])cc2)c(C(=O)Nc2ccc(Cl)cc2)s1 | i | -12.3
CC(C)Cn1c(=S)[nH]c2cc(C(=O)NCc3ccccc3F)ccc2c1=O | · | 4.8
O=C(CSc1c2c(nc3ccccc13)CCCC2)NCc1ccco1 | i | -23.8
Cc1ccccc1NS(=O)(=O)c1ccc(NC(=O)c2nc3ncccn3n2)cc1 | i | -5.6
Cc1nc2scc(C)n2c(=O)c1S(=O)(=O)NCCc1ccc(Cl)cc1 | i | -11.3
COC(=O)c1ccc2c(CCO)c[nH]c2c1 | i | -0.3
O=C(c1ccoc1)N1CCC2(CC1)Oc1ccc(F)cc1C(=O)C21CC(c2ccccc2)=NO1 (configuration not stated) | i | -0.1
Cc1cccc(-c2cc3nc(C)c(C)c(NCCCn4ccnc4)n3n2)c1 | i | -23.5
COc1ccc(C2Nc3ccccc3C(=O)N2c2ccccc2)cc1CN1CCOCC1 (configuration not stated) | i | 1.6
O=C(CSc1ncnc2c1cnn2-c1ccccc1)NC1CCS(=O)(=O)C1 (configuration not stated) | · | -11.6
O/N=C/c1ccc(OCc2ccccc2)c(Br)c1 | i | 2.4
O=C(Nc1cccnc1)c1cc(-c2ccccc2O)on1 | i | -7.8
S=C(NCCN1CCOCC1)N/N=C/c1cccs1 | i | -12.2
N#CC(=NCc1cccnc1)C1=C(O)c2ccccc2C1=O | i | -5.0
COc1ccccc1CNC(=O)C/C(C)=N/NC(=O)COc1ccc(C)cc1Br | i | -18.6
Cc1ccc(NC(=O)C2CCN(c3cnccn3)CC2)cc1C | i | -10.6
CCOC(=O)N1CCC(c2cc(=O)n3[nH]c(C)c(-c4ccc(F)cc4)c3n2)CC1 | i | -29.6
Cc1ccc(C(=O)NCC(=O)N2CCCN(C)CC2)cc1C | · | -3.6
Remaining list, next part.
SMILES | CHT allo act | OX1R antag
COc1ccc(Nc2nc(N3CCN(C)CC3)nc3ccccc23)c(OC)c1 | i | -13.1
CC(Nc1nc2ccccc2n2cnnc12)c1ccccc1 (configuration not stated) | i | -26.1
COc1ccc(S(=O)(=O)N2CCCCC2)cc1NC(=O)c1ccccc1 | i | -16.6
Cc1cc(C(F)(F)F)nc(Nc2nc(C)c3ccccc3n2)n1 | i | -15.4

Pulled by compound from the entries so far, four records:
SMILES | CHT allo act | OX1R antag
Cc1cc(C(F)(F)F)nc(Nc2nc(C)c3ccccc3n2)n1 | i | -15.4
COc1ccc(S(=O)(=O)N2CCCCC2)cc1NC(=O)c1ccccc1 | i | -16.6
CC(Nc1nc2ccccc2n2cnnc12)c1ccccc1 (configuration not stated) | i | -26.1
COc1ccc(Nc2nc(N3CCN(C)CC3)nc3ccccc23)c(OC)c1 | i | -13.1
